SMN2 splice enh: qHTS Assay for Enhancers of SMN2 Splice Variant Expression; 2.8% of 210,000 active; AID 1458, 2008; Potency, µM (series often up to 46.1 µM), without a hit: at the highest dose activity change, positive = activation, most hits filed as activators; HEK293 SMN2-luciferase splicing reporter, luminescence, 30-36 h; note: % of control where 0% means no effect; nearly all actives have a fitted effect of over 55% in size
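qHTS luciferase splicing reporter: luminescence rises when SMN2 exon 7 is included in transfected HEK293 cells. Compound exposure lasted 30-36 h at 37C, with 4.5 mM final sodium butyrate as control, followed by a ONE-Glo read.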
Lamin A splicing: qHTS Assay for Modulators of Lamin A Splicing | Potency, µM (top dose mostly 46.1 µM), inactives show at the highest dose ratio change, negative = inhibition, actives largely listed as inhibitors | HeLa LMNA splicing GFP/RFP minigene ratio, 48 h | 0.01% of 200,000 active; active = well fitted inhibition curve with a large enough effect in the signal ratio, with a control signal flat, not every such curve was filed as active; inconclusive = small, poorly fitted or top-dose-only effect, or effect the other way, or a change in a side signal; the % refers to the signal ratio; note: % is set by controls: 0 for no effect and ±100 for the full control effect
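Read-out is the ratio of GFP to DsRed2 object intensity, acquired by 488 nm laser-scanning cytometry on HeLa lamin A-EGFP minigene reporter cells. Compound incubation 48 hrs at 37 °C in Opti-MEM with 2% FBS; DMSO 0.5% final.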
KinaseGlo FLuc: Counterscreen for Luciferase (Kinase-Glo TM) Inhibition | Kinase-Glo luciferase, ATP luminescence, 8 min | Luciferin 4-monooxygenase (Photuris pensylvanica), Q27757 | Potency, µM (top dose mostly 38.3 µM), for inactives: at the highest dose activity change, negative = inhibition, usual class: inhibitors | 0.28% of 200,000 active; note: % is set by controls: 0 for no effect and ±100 for the full control effect; nearly all actives have a fitted effect of over 60% in size
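Substrate mix (final 50 mM imidazole pH 7.2, 50 mM KCl, 7 mM MgCl2, 10 uM ATP, 0.01% Tween 20, 0.05% BSA) plus pin-tool compound, then Kinase-Glo detection mix; 8 min ambient, luminescence read.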
KDM4E inh: qHTS Assay for Inhibitors of Human Jumonji Domain Containing 2E (JMJD2E) | AID 2147, 2009 | Potency, µM (titrated, usually from 57.1 µM), inactives show at the highest dose activity change, negative = inhibition, actives largely listed as inhibitors | 1.6% of 230,000 active | JMJD2E catalytic domain, FDH-coupled NADH fluorescence (FDH is formaldehyde dehydrogenase) | Lysine-specific demethylase 4E (Homo sapiens), B2RXH2; active = well fitted inhibition curve with a large enough effect, not every such curve was filed as active; inconclusive = small, poorly fitted or top-dose-only effect, or another doubt; inactive = no such curve, though single readings can be large or run the other way;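 note: 0% = wells with enzyme and -100% = buffer wells without enzyme; nearly all actives have a fitted effect of over 50% in size; many of its hits are not listed in these tables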
Tau fibril ThT: qHTS for Inhibitors of Tau Fibril Formation, Thioflavin T Binding; recombinant tau K18 P301L (four-repeat tau fragment), heparin-induced fibrillization, ThT fluorescence; Potency, µM (doses to about 57.4 µM), for the others: at the top dose activity, negative = inhibition, actives largely listed as inhibitors; 2.1% of 270,000 active; AID 1460, 2008; note: % is set by controls: 0 for no effect and ±100 for the full control effect; nearly all actives have a fitted effect of over 55% in size
Target sequence (P10636 561-689 P618L limits assumed): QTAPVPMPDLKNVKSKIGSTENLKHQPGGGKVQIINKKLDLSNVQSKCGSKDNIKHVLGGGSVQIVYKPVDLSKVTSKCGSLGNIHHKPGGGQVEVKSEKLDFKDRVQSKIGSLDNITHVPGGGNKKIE
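Recombinant human tau K18 fragment […] carrying P301L, 15 uM unlabeled plus 0.24 uM Alexa 594-labeled, was fibrillized with 20 uM heparin in 100 mM sodium acetate pH 7 for 6 hr at 37 C; 30 uM ThT fluorescence read after 1 hr.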
L3MBTL1 block: qHTS Assay for the Inhibitors of L3MBTL1 | Lethal(3)malignant brain tumor-like protein 1 (Homo sapiens), Q9Y468 | AlphaScreen L3MBTL1–H3K9me1 peptide binding | Potency, µM (series often up to 57.1 µM), without a hit: at the top dose activity, negative = inhibition, hits mostly inhibitors | 0.66% of 230,000 active; note: % is set by controls: 0 for no effect and ±100 for the full control effect; nearly all actives have a fitted effect of over 60% in size
Target sequence (Q9Y468 whole entry, looked up): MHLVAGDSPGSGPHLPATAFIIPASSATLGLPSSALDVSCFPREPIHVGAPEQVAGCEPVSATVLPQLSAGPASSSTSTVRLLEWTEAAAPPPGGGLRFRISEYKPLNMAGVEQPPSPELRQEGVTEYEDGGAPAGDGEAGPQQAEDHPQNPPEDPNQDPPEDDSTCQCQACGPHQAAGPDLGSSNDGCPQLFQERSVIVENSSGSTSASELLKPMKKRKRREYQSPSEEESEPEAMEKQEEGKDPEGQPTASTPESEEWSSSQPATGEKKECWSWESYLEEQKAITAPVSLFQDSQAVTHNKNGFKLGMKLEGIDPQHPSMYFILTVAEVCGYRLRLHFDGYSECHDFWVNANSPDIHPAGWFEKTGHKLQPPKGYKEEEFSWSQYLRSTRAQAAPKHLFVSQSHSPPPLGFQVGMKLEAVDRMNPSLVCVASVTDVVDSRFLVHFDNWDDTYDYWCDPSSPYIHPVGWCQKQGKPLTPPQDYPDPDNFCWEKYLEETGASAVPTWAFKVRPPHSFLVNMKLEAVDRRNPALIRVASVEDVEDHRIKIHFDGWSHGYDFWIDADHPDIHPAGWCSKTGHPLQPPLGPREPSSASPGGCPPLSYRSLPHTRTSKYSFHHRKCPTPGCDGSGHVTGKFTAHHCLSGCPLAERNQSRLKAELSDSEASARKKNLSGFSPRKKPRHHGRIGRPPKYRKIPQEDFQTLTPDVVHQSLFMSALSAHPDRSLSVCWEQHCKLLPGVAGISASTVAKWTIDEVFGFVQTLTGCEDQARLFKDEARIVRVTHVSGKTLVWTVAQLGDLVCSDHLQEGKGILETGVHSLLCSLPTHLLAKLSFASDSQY
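First, the protein-peptide complex forms for 30 min at room temperature (L3MBTL1 50 nM, biotinylated H3K9me1 peptide 75 nM). Next, compounds are pin-transferred and incubated 30 min. Finally, AlphaScreen beads are added and read after 30 min.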
ALDH1A1 inh: qHTS Assay for Inhibitors of Aldehyde Dehydrogenase 1 (ALDH1A1). Potency, µM (top dose mostly 75.3 µM), for the others: top-dose activity, negative = inhibition, usual class: inhibitors. Purified ALDH1A1, NADH fluorescence, propionaldehyde substrate. 7.3% of 220,000 active; active = well fitted inhibition curve with a large enough effect, not every such curve was filed as active; inconclusive = small, poorly fitted or top-dose-only effect, or another doubt; inactive = no such curve, though single readings can be large or run the other way;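 note: plate controls were no enzyme wells and a reference inhibitor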
RECQ1 inh: qHTS Assay for Inhibitors of RecQ-Like Dna Helicase 1 (RECQ1) | Potency, µM (highest dose often 57.3 µM), inactives show at the top dose activity, negative = inhibition, most hits filed as inhibitors | AID 2549, 2010 | ATP-dependent DNA helicase Q1 (Homo sapiens), P46063 | 0.54% of 240,000 active | RECQ1 DNA unwinding, red fluorescence kinetic read;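 note: plate controls were vehicle for no effect and no enzyme for full effect; nearly all actives have a fitted effect of over 30% in size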
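50 nM RECQ1T1 preincubated 15 min with compound in Tris pH 8.0 buffer with MgCl2, DTT, Tween-20 and 2.5 ug/ml poly(dI-dC); started with 200 nM TAMRA/BHQ-2 forked duplex and 2 mM ATP. Unwinding read as fluorescence (525/598 nm), two reads 2 h apart.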
Numbers without * were called inactive; i = inactive; u = inconclusive; x = no result given; [ ] = dose if it differs, or a comment. Unless noted, calls come from the whole dose curve; as a rule, active = well fitted curve in the direction sought with a large enough effect; inconclusive = small, poorly fitted or top-dose-only effect, or another doubt; inactive = no such curve, though single readings can be large; an effect the other way counts as inactive or inconclusive. Potency is the fitted concentration of half-maximal effect. An excerpt, so the mix of outcomes need not match the whole.

Order of results: SMN2 splice enh, Lamin A splicing, KinaseGlo FLuc, KDM4E inh, Tau fibril ThT, L3MBTL1 block, ALDH1A1 inh, RECQ1 inh
COc1cccc(N2CC(C(=O)Nc3nnc(SCC(=O)Nc4cc(C)on4)s3)CC2=O)c1 (configuration not stated)
→ u, 7%[46 µM], -1%, 1%, 1%, x, 4%, -5%
O=C(Nc1nc2c(s1)CCCC2)c1cc2n(n1)C(C(F)(F)F)CC(C1CC1)N2 (configuration not stated)
→ x, -9%, x, -10%, u, -3%, 0%, -9%
CNC(=S)Nc1cc(C(=O)N2CCCC2)ccc1N1CCCC1
→ 7%, x, 1%, -5%, u, -3%[2.29 µM], -9%, i
Cc1ccc(CNC(=O)CNC(=O)c2c(C)nn(C)c2Cl)cc1
→ 9%, x, 1%, -4%, -6%, x, 5%, -8%
O=C(Nc1ccc2snnc2c1)Nc1cccc2ccccc12
→ -8%, u, 1%, -23%, 0%, x, -10%, -14%
COc1ccc(S(=O)(=O)N2CCCCCC2)cc1NC(=O)Cc1ccccc1
→ 4%, x, 0%, -1%, -5%, 8%, u, i
C=CCNc1nc(NCC)nc(N2CCOCC2)n1
→ 1%, 1%, -1%, 1%, -1%, 6%, 21%, 0%
O=C(Nc1nc2c(s1)CCCC2)c1cc(-c2ccccc2)nc2ccccc12
→ -7%, u, 1%, -11%, -5%, -12%, -2%, -8%
O=C(c1cn(-c2ccccc2)nc1-c1ccc(F)cc1)N1CCOCC1
→ -2%, 11%, -3%, -2%, 23%, 37%[activator], u, -6%
CN(CCc1cnn(C)c1)C(=O)CCc1nnc(CCCc2ccccc2)o1
→ x, u, 0%, 5%, -12%, 8%, 2%, i
CCOC(=O)C(NC(=O)Nc1ccc(C(N)=O)cc1)(c1ccccc1)C(F)(F)F (configuration not stated)
→ 32%, 3%, 2%, -13%, u, -13%, 1%, -1%
COc1ccc(Nc2nc(-c3c(C)nc4ncccn34)cs2)cc1
→ -12%, x, 1%, -9%, 8.9µM*, u, u, 13%
Cc1nn(-c2ccc(Cl)cc2Cl)c(=O)c2ccccc12
→ -16%, -6%, 2%, 3%, 2%, 7%, 2%, -5%
O=C(OCCN(CCOC(=O)c1ccncc1)S(=O)(=O)c1cccs1)c1ccncc1
→ 2%, -1%, 1%, -25%, -2%, x, -9%, -1%
Cc1cccc(OCCCC(=O)Nc2nc3ccccc3[nH]2)c1
→ -22%, x, 0%, 1%, -5%, 2%, 5%, i

(listing goes on)
Order of results: SMN2 splice enh, Lamin A splicing, KinaseGlo FLuc, KDM4E inh, Tau fibril ThT, L3MBTL1 block, ALDH1A1 inh, RECQ1 inh
Cc1ccc2nc(-c3ccccc3)nc(SC(C)C(=O)NCc3cccs3)c2c1 (configuration not stated)
→ u, -3%, -1%, 4%, -18%, 1%, 2%, -5%
C1COCCNCCOCCOCCOCCN1
→ 16%, 4%, 1%, 0%, -2%, 5%, 2%, -3%
Cn1c2c(c(=O)n(C)c1=O)CN(CCN1CCNCC1)CN2
→ -4%, 9%, -5%, 2%, -6%, 7%, u, -22%
Clc1cccc(-c2nc(-c3ccccn3)no2)c1
→ 0.71µM*, 1%, u, 7%, u, 5%, 5%, -9%
CCn1cc([N+](=O)[O-])c(C(=O)Nc2ccn(Cc3ccccc3)n2)n1
→ 4%, -6%, -2%, 4%, -7%, 10%, 5%, -8%
O=C(O)c1ccccc1-c1cn2cc(Cl)ccc2n1
→ 18%, x, u, u, -7%, 13%, -6%, -10%
CCN=c1sc(C(=O)OC)cc(=O)n1CC
→ x, 5%, -1%, -1%, -7%, x, -7%, -4%
O=C(CCc1ccc(S(=O)(=O)N2CCOCC2)cc1)Nc1cc(Cl)ccc1N1CCOCC1
→ -11%, -8%, 2%, 3%, -1%, -6%, -1%, u
COc1cc(C2C(C#N)=C(N)Oc3n[nH]c(-c4cccs4)c32)cc(OC)c1O (configuration not stated)
→ x, x, x, -25%, u, 2%, 0%, i
CN1C(=O)CC(Nc2cccc3cccc(N)c23)C1=O (configuration not stated)
→ 6%, u, 0%, u, u, -16%, u, u
CC(C)NCC#CCOc1ccc(Cl)cc1
→ -3%, x, 0%, 8%, 6%, -5%, 2.4µM*, i
CC(C)CCNC(=O)CC1C(=O)N(Cc2ccccc2)C(C)c2nc3ccccc3n21 (configuration not stated)
→ -11%, 0%, 19%, -1%, -7%, x, -5%, -14%
CC(C)(C)NS(=O)(=O)c1ccc(/C=C/C(=O)O)cc1
→ 0%, 16%[46 µM], 0%, -3%, -4%, -7%, 0%, i
Nc1cc(OC(=O)c2ccccc2Br)nn1S(=O)(=O)c1ccccc1
→ -8%, -8%, 4%, 0%, u, 1%, -5%, -25%
Cc1cc(C)nc(S/C=C/C(=O)c2ccc(F)cc2)n1
→ x, x, x, -6%, u, -3%, x, -2%

Whole records as entered above.
`CC(C)NCC#CCOc1ccc(Cl)cc1` in the list: SMN2 splice enh: -3%; Lamin A splicing: x; KinaseGlo FLuc: 0%; KDM4E inh: 8%; Tau fibril ThT: 6%; L3MBTL1 block: -5%; ALDH1A1 inh: 2.4µM*; RECQ1 inh: i
`Cc1cc(C)nc(S/C=C/C(=O)c2ccc(F)cc2)n1` in the list: SMN2 splice enh: x; Lamin A splicing: x; KinaseGlo FLuc: x; KDM4E inh: -6%; Tau fibril ThT: u; L3MBTL1 block: -3%; ALDH1A1 inh: x; RECQ1 inh: -2%

Additional entries follow.
Order of results: SMN2 splice enh, Lamin A splicing, KinaseGlo FLuc, KDM4E inh, Tau fibril ThT, L3MBTL1 block, ALDH1A1 inh, RECQ1 inh
O=C(c1nc(SCc2ccc([N+](=O)[O-])cc2)n2ccccc12)C(F)(F)F
→ x, x, x, 2%, -7%, 0%, x, i
CCOc1cc(C=O)cc(Br)c1OCC(N)=O
→ 4%, x, 2%, 2%, -5%, 2%, 7.9µM*, i
CC(C)(CO)NCc1cccs1
→ x, x, 2%, -3%, 11%, 5%, -12%, -5%
CCOC(=O)N1CCC(=NNS(=O)(=O)c2cccc([N+](=O)[O-])c2)CC1
→ -10%, -7%, -3%, -1%, -13%, x, 10µM*, i
COC(=O)CSC1=C(C#N)C(c2ccc(C)o2)CC(=O)N1 (configuration not stated)
→ -12%, u, 1%, 7%, -6%, 9%, -3%, i
CCOC(=O)/C=c1\s/c(=C\c2ccc3cc(OC)ccc3c2)c(=O)n1CC(=O)NCC1CCCO1 (configuration not stated)
→ 9%, 22%, -4%, u, -8%, 5%, u, -4%
O=C(CCCN1C(=O)/C(=C\c2cccs2)SC1=S)Nc1cccnc1
→ 8%, -19%, 0%, 6%, -6%, -9%, 7%, -19%
COc1ccccc1-c1nn(Cc2ccccc2)cc1/C=C/C(=O)O
→ x, x, x, -5%, -8%, 3%, x, i
CC(=O)Nc1cccc(NC(=O)C2CCCN2C(=O)Nc2ccccc2C)c1 (configuration not stated)
→ -5%, 7%, -1%, 1%, 0%, 5%, 3%, -2%
COc1ccc(C(=O)Nc2cc(-c3nn4c(C)nnc4s3)ccc2C)cc1
→ -1%, 11%, -3%, 6%, u, -4%, 4%, 0%
CN(Cc1ccccc1)C(=O)C1CCC(CNS(=O)(=O)c2cccc3cccnc23)CC1 (configuration not stated)
→ x, x, x, -2%, -17%, -4%, x, -18%
O=C(CN1CCOc2ccccc21)N1CCCC1
→ -6%, -5%, 2%, 5%, -9%, 8%, -4%, i
O=C(NC1CCCCC1)NC1CCCCC1
→ 10%, x, -7%, u, -18%, x, u, 24%
Cn1c(-c2ccc(C=O)s2)nc2ccccc21
→ 25%, 5%, -15%, u, u, x, i, i
CSc1nc2nc(-c3ccccc3)cc(=O)n2[nH]1
→ u, -9%, -13%, 14%, 14%, 2%, 2%, -5%

Arranged by the number under ALDH1A1 inh (highest first): 4 from the list above.
molecule,ALDH1A1 inh
COc1ccc(C(=O)Nc2cc(-c3nn4c(C)nnc4s3)ccc2C)cc1,4%
CC(=O)Nc1cccc(NC(=O)C2CCCN2C(=O)Nc2ccccc2C)c1 (configuration not stated),3%
CSc1nc2nc(-c3ccccc3)cc(=O)n2[nH]1,2%
O=C(CN1CCOc2ccccc21)N1CCCC1,-4%

(further entries)
smiles	SMN2 splice enh	Lamin A splicing	KinaseGlo FLuc	KDM4E inh	Tau fibril ThT	L3MBTL1 block	ALDH1A1 inh	RECQ1 inh
CC(C)Cn1c(N)cc(=O)n(C)c1=O	-1%	19%[46 µM]	-2%	-3%	7%	15%	u	6%
CCCCc1cn([C@@H](CCCCN)C(=O)N2CCNCC2)nn1	x	x	x	1%	1%	10%	2%	-15%
Cc1ccsc1/C=N\Nc1cn[nH]c(=O)c1Cl	0%	u	-2%	u	u	x	-3%	-19%
COC(=O)c1cn(CC(=O)Nc2ccc(F)cc2)c2ccccc12	2%	-8%[46 µM]	1%	-3%	-3%	-7%	7%	6%
CCOC(=O)c1cc(-c2ccc(Cl)cc2)nc2c1c(=O)[nH]c(=O)n2CCOC	-21%	7%[46 µM]	9%	u	-14%	x	u	-9%
O=C(NCCc1ccccc1)c1ccc2nc(-c3ccco3)c(-c3ccco3)nc2c1	-2%	u	-2%	u	7.1µM*	x	u	u
Nc1nc2ccccc2n1/N=C/c1ccc(Br)cc1	35µM*	6%	-3%	5%	u	-13%	-1%	0%
CC(=O)N1CCCc2cc(S(=O)(=O)CCC(=O)N3CCN(c4cccc(C)c4)C(C)C3)ccc21 (configuration not stated)	-47%[inhibitor]	4%	18%	-21%	-13%	x	18µM*	-3%

High-throughput results from PubChem BioAssay.
